# Screening data: PubChem, several laboratories
# NOD2 RIPK2 PPI – blocks binding of human NOD2 to RIPK2. O43353. AID 624267. CHO BLA complementation NOD2-RIPK2, CCF4 ratio. actives 0.38% (n = 360,000). inhibition, % at 4.98 µM; in the data active = inhibition above about 21%;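 note: 0% = vehicle only and 100% = reference blocker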
# ABHD5-PLIN5 inh – ABHD5-PLIN5 protein interaction inhibition | Q00G26+Q8WTS1 | Split G. princeps luciferase complementation, luminescence, 4 h | inhibition, % at 4 µM | actives 0.78% (n = 360,000);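 active = inhibition above the mean inhibition across every tested compound plus 3 SD, cut at about 22% in these data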;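 note: 0% = DMSO only wells and the 100% control is not disclosed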
# TWEAK Fn14 block – blocks TWEAK-Fn14 interaction in a reporter cell assay; TWEAK-stimulated Fn14 reporter cells, luciferase luminescence, 8 h; inhibition, % at 10 µM; actives 2% (n = 360,000); AID 1159606; in the data active = inhibition above about 50%
# TROY NFkB inh – blocks TROY-dependent signaling in reporter cells; Q293 LMP1-TROYcd NF-kB luciferase reporter, 4 h; inhibition, % at 10 µM; actives 0.98% (n = 360,000); AID 1347056;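 active = compounds whose plate-normalised and pattern-corrected inhibition of the luciferase reporter signal at the single screening dose is 50% or more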
# NCOA2 inhibitor – inhibits human steroid receptor coactivator 2; actives 0.17% (n = 370,000); inhibition, % at 9 µM; HEK293 GAL4-SRC2 luciferase reporter, luminescence; Q15596;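 active = inhibition above the mean inhibition of all tested compounds plus 3 SD, set per campaign, cut at about 52% in these data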;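 note: 0% = DMSO treated cells and 100% = cells given Gossypol at 36 µM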
# TLR9-MyD88 inh – inhibitors of human TLR9-MyD88 binding. inhibition, % at 4.98 µM. AID 504734. CHO BLA complementation TLR9-MyD88, CCF4 FRET ratio. Q9NR96+Q99836. actives 0.21% (n = 340,000);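 active = inhibition above the mean over all tested compounds plus 3 SD, cut at about 21% in these data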;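 note: 0% = DMSO only wells and 100% = clavulanate BLA inhibitor control wells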
# Target sequence (Q99836 whole entry, looked up): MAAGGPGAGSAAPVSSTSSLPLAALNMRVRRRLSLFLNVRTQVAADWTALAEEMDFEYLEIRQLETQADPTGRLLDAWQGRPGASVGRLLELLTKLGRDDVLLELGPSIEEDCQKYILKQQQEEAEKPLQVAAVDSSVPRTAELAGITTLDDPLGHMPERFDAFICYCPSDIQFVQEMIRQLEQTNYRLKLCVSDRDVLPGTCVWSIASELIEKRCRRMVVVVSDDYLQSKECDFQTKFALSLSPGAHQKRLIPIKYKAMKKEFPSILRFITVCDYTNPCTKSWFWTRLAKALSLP
# Target sequence (Q9NR96 whole entry, looked up): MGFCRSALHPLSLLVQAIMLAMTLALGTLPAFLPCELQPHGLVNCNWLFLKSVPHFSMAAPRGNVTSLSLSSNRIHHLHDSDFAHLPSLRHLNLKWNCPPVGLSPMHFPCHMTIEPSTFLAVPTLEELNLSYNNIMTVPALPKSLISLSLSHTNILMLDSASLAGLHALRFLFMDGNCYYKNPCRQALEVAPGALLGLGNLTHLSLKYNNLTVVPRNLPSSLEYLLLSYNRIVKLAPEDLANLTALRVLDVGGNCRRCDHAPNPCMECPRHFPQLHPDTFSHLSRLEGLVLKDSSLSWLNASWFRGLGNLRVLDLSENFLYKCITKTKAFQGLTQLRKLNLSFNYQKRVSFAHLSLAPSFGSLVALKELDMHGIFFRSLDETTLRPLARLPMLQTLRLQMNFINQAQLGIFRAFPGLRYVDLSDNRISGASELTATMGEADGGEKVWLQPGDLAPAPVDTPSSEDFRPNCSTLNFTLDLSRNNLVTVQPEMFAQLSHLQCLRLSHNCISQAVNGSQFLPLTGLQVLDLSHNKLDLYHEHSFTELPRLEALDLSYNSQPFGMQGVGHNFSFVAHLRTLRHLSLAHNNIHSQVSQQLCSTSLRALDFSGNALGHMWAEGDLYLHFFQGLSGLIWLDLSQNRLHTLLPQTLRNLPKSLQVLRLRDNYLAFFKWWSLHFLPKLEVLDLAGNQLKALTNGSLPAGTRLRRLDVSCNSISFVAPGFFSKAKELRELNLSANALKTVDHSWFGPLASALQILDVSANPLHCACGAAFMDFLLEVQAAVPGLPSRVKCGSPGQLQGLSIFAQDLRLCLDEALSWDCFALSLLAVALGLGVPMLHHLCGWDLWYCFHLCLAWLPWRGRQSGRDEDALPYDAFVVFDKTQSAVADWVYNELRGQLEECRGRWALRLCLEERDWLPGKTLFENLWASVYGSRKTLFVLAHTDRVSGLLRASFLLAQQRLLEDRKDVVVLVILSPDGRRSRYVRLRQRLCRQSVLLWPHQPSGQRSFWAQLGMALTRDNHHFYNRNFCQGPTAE
# NR5A2 inv ag – inverse agonists of human LRH-1 (NR5A2); actives 0.13% (n = 360,000); AID 602396; inhibition, % at 3.6 µM; O00482; HEK293T StAR-luciferase reporter, LRH-1 transfected, 24 h;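 active = inhibition above the mean inhibition of all tested compounds plus 3 SD, cut at about 73% in these data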;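 note: 0% = DMSO wells and 100% = reporter-only cells lacking LRH-1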
# Granule exo inh – blocks lytic granule exocytosis | TALL-104 LAMP-1 surface exposure, flow cytometry; cells stimulated with thapsigargin and PMA | inhibition, % at 10 µM | actives 0.66% (n = 360,000);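 active = inhibition above about 55%, limit read from the data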
# NR2F2 inh – NR2F2 (human) inhibition, primary screen; actives 0.7% (n = 370,000); HEK293T NGFI-A luciferase reporter, luminescence; inhibition, % at 8.6 µM; AID 686940; P24468;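 active = inhibition above a per-plate cutoff, mean inhibition of test wells between control levels plus 3 SD, cut at about 38% in these data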;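 note: cells cotransfected with COUP-TFII expression vector driving the NGFI-A reporter; 0% = median of COUP-TF2 test wells and 100% = reporter-only cells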
# SRC1 inh – human NCOA1 inhibition. Q15788. HEK293 GAL4-SRC1 luciferase reporter, luminescence. inhibition, % at 3.6 µM. actives 0.12% (n = 360,000);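 active = inhibition above the campaign mean plus 3 SD, with each screening campaign given its own cutoff, cut at about 60% in these data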;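 note: 0% = DMSO treated cells and 100% = gossypol at 36 µM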
# SRC3 inh – human NCOA3 inhibition; Q9Y6Q9; HEK293 GAL4-SRC3 luciferase reporter, luminescence; inhibition, % at 3.6 µM; actives 0.17% (n = 360,000); AID 588352;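 active = inhibition above a per-campaign cutoff, the mean of all compounds plus 3 SD, cut at about 60% in these data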;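 note: 0% = DMSO-treated cells and 100% = gossypol-treated cells at 36 µM; higher means less SRC3-driven luciferase light from the GAL4 reporter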
# * marks the source's active call; other numbers are inactive results; . = no result given.
SMILES,NOD2 RIPK2 PPI,ABHD5-PLIN5 inh,TWEAK Fn14 block,TROY NFkB inh,NCOA2 inhibitor,TLR9-MyD88 inh,NR5A2 inv ag,Granule exo inh,NR2F2 inh,SRC1 inh,SRC3 inh
CC1CCN(C(=O)CCNS(=O)(=O)c2ccc(Br)cc2)CC1,1,-10,5,6,1,-2,-4,3,-25,-5,14
CCOC(=O)N1CCC(NC(=O)c2cc(C)c3c(C)nn(-c4ccccc4)c3n2)CC1,6,3,-1,16,9,5,-14,-5,-1,0,4
O=C(c1ccc(C(F)(F)F)cc1)C1CCCN(C(=O)CCc2cnccn2)C1 (stereo unspecified),-9,4,-12,2,-4,11,-1,-1,4,6,-5
O=C(CNc1ccc2ccccc2c1)N/N=C/c1ccc([N+](=O)[O-])o1,3,-4,17,22,-3,-2,18,-1,7,-15,-6
C=CCOc1cccc(C2C(C(=O)c3ccc(C)o3)=C(O)C(=O)N2CCCn2ccnc2)c1 (stereo unspecified),-3,15,-5,-14,-19,5,3,-6,-20,-7,7
O=C(NCC1CCCO1)C1c2ccccc2C(=O)N1C1CCCCCC1 (stereo unspecified),-8,2,-2,-15,.,0,-1,-2,.,6,9
CCC(=O)c1ccc(OCC(O)Cn2nnc3ccccc32)cc1 (stereo unspecified),-3,-11,-15,-33,-49,-3,-59,-1,-32,-66,-33
COc1ccc(C)cc1S(=O)(=O)N(CC(=O)Nc1ccc2c(c1)OCCO2)Cc1ccccc1,10,1,43,26,.,-1,0,1,.,12,21
Cc1ccc(-n2cc(CN3CCN(Cc4nccn4C)CC3)c(-c3cccc(C)c3)n2)cc1,-1,3,-48,-28,-24,5,-7,42,2,-6,-3
COC(=O)CNC(=O)C1CCCN1C(=O)OC(C)(C)C (stereo unspecified),-4,0,5,-8,7,-3,2,-2,-1,-6,-9
CCOC(=O)C1=c2s/c(=C\c3ccncc3)c(=O)n2C(N)=C(C(=O)OC)C1c1ccncc1 (stereo unspecified),-3,4,-11,-5,-16,10,5,0,6,-22,9
Cc1c(NC(=O)Nc2cccc([N+](=O)[O-])c2)c(=O)n(-c2ccccc2)n1C,-2,-3,7,19,-3,2,13,1,8,7,13
COc1ccc(N2CCN(S(=O)(=O)c3c(C)nc4scc(C)n4c3=O)CC2)cc1,-1,7,0,-22,9,-18,6,1,-5,-50,4
CC1CCCC(C)N1S(=O)(=O)c1ccc(S(=O)(=O)N2CCOCC2)cc1 (stereo unspecified),-10,1,-11,1,-6,-2,2,0,4,-38,16
Cc1ccc(N2C(=O)CC(n3ccnc3)C2=O)cc1C (stereo unspecified),-5,1,4,-5,11,9,2,0,6,4,2
Cc1snc2sc(C(=O)c3ccc(Br)cc3)c(N)c12,5,-3,-23,-82,-21,1,-73,-6,-28,-65,-73
CCOC(=O)c1c(NC(=O)CSc2ncccn2)sc(C(=O)NC)c1C,8,7,-12,-1,25,6,-4,-1,24,-1,5
CCOc1cc(C(=O)NC(C)c2ccncc2)cc(OCC)c1OCC (stereo unspecified),-4,2,6,-10,10,2,-4,-2,11,5,-5
COc1ccccc1CNC(=O)CN1C(=O)C(C)N(c2ccc(C)cc2)C1=O (stereo unspecified),-4,1,11,-20,-32,2,0,1,-5,0,2
COC(=O)c1c(NC(=O)CSc2ncn[nH]2)sc(C)c1C,10,8,11,12,21,3,-9,-6,20,-5,5
COc1ccc(C(CC(=O)O)NC(=O)Cc2ccccc2)cc1 (stereo unspecified),8,4,-4,7,-16,-7,-6,-1,-10,4,-5
CCc1ccc(-n2c(O)c(C=NCCN(CC)CC)c(=O)[nH]c2=O)cc1,8,-3,-1,-18,7,10,-2,2,10,8,0
COc1ccc(-c2nc3c(=O)n(C)c(=O)[nH]c3n2CCc2ccccc2)cc1,-13,10,-3,3,.,-12,7,0,.,-7,0
Cc1ccc(NC(=O)N2CCN(C(=O)c3ccco3)CC2)cc1Cl,12,-1,-6,5,13,-6,-4,-2,1,3,-9
Cc1ccccc1NC(=S)NCc1ccco1,-9,-5,11,5,-16,4,12,-1,11,0,19
# Further results.
SMILES,NOD2 RIPK2 PPI,ABHD5-PLIN5 inh,TWEAK Fn14 block,TROY NFkB inh,NCOA2 inhibitor,TLR9-MyD88 inh,NR5A2 inv ag,Granule exo inh,NR2F2 inh,SRC1 inh,SRC3 inh
CC(C)(C)NC(=O)c1cccc2c1C(=O)c1ccccc1-2,11,4,0,-10,15,5,-2,-6,-2,1,7
COc1cccc(/C=N\n2c(C)nnc2C)c1OC,-2,-1,2,1,5,-7,-13,0,-6,-3,13
COc1ccc(OCCOC(=O)c2cccs2)cc1,-5,-4,-30,-96,-14,2,-3,0,3,-30,-8
CCc1nc2ccccc2n1Cc1ccc(F)cc1,-13,-4,8,0,4,-6,6,1,3,-14,0
CCCC(=O)NCCCc1nc2ccccc2n1CCC,-7,1,-3,5,4,1,3,-1,-10,-6,-4
O=C(NCCCN1CCC(Cc2ccccc2)CC1)C1CC(=O)N(C2CCCCCC2)C1 (stereo unspecified),-12,5,3,18,0,-3,6,4,5,-10,17
CCc1nnc(NS(=O)(=O)c2ccc(NC(=S)NC(=O)/C=C/c3ccc(OC)cc3)cc2)s1,-9,1,-37,-26,-2,-1,-1,-3,3,5,16
Cc1ccc(-n2[nH]c(=O)c(-c3ccccn3)c2C)cc1,-2,3,101*,81*,29,-1,-26,-1,44*,-24,13
Cc1ccccc1C(=O)N1CCC(C(=O)Nc2nc3ccc(F)cc3s2)CC1,2,2,33,31,6,3,1,1,-4,-6,-5
O=C(O)c1ccccc1NS(=O)(=O)c1cccc(NS(=O)(=O)c2cc(Br)ccc2Br)c1,-8,-4,9,-14,-2,-3,-9,3,-4,-10,4
Cc1ccc(C(=O)Nc2ccc(Nc3ccccc3)cc2)c(Cl)c1,1,-1,-4,-7,-17,-11,21,3,4,-5,-7
O=C(CCc1nnc(Cc2ccc3c(c2)OCO3)o1)NCCc1ccccc1Cl,10,-4,-16,-10,-28,-4,-10,4,13,-3,-1
O=C(CSc1nc2cc(Cl)ccc2s1)c1cc2ccccc2o1,-15,-4,-6,13,-16,-5,3,-6,2,-2,4
Cc1cc(O)c(NC(=O)c2ccc(C)c([N+](=O)[O-])c2)cc1C,-11,0,-18,-45,-57,.,-39,0,-9,-99,-107
CCCCNC(=O)COC(=O)c1ccc(N(C)C)cc1,-8,-4,13,5,-41,-7,9,-1,-20,-9,-2
CC(=O)Nc1ccc(S(=O)(=O)Nc2ccc3nc(C)sc3c2)cc1,7,-2,15,27,-17,-8,15,-3,37,5,-8
O=C(O)CN1C(=O)CCS(=O)c2ccccc21 (stereo unspecified),7,2,9,-5,-7,9,11,11,10,0,-5
O=C(Cc1c[nH]c2ccccc12)NCc1ccncc1,0,4,7,2,-21,3,21,-4,1,7,8
O=C(NCCOc1ccccc1)c1ccccc1Cl,-14,0,44,-16,-49,0,-94,-6,-32,-80,-86
CCC(C)[C@H](NC(=O)C1CC(=O)N(c2ccc(OC)cc2)C1)C(=O)NC1CCCC1 (stereo partly specified),3,-1,-4,-2,-6,-2,5,15,3,8,-1
CC1CCN(CC(=O)Nc2nccs2)CC1,5,-7,1,17,-5,-7,-6,-2,3,15,5
Cc1ccc(NC(=O)/C(CN(C)C)=N\O)cc1,13,10,-38,-55,-47,24*,-60,-2,-7,-77,-43
CCOC1=C2CN(S(=O)(=O)c3ccc(C)cc3)C(c3cccc(Cl)c3)CC2N(S(=O)(=O)c2ccc(C)cc2)C(c2ccncc2)C1 (stereo unspecified),7,-5,.,.,-23,.,-12,-2,7,.,.
CCC1(c2ccccc2)NC(=O)N(CC(=O)Nc2cc(S(=O)(=O)N3CCOCC3)ccc2OC(C)C)C1=O (stereo unspecified),-1,9,-3,5,4,-3,-16,2,3,-4,-23
O=C(Nc1ccc([N+](=O)[O-])cc1Br)c1cccnc1,-12,-5,-3,-6,-16,5,-4,-1,4,0,2
# More records.
SMILES,NOD2 RIPK2 PPI,ABHD5-PLIN5 inh,TWEAK Fn14 block,TROY NFkB inh,NCOA2 inhibitor,TLR9-MyD88 inh,NR5A2 inv ag,Granule exo inh,NR2F2 inh,SRC1 inh,SRC3 inh
COc1ccc(-c2c3c(=O)n(C)c(=O)n(C)c3cn2-c2cccc(OC)c2)cc1,8,0,-10,-9,-10,2,5,-4,-1,-10,-8
COc1cccc(CN(C)CC(=O)Nc2ccccc2C(=O)Nc2ccccc2)c1,8,-2,-9,1,-7,1,-4,8,-19,5,4
COc1ccc(CCNC(=O)c2sc3cc(C)ccc3c2Cl)cc1,5,0,-19,12,5,14,-5,3,5,1,1
Cc1cc(NC(=O)CSc2nnc(CNC(=O)c3ccccc3)o2)no1,-3,-8,5,-2,16,-6,-11,-5,22,14,-5
CC(C)N(Cc1ccccc1)C(=O)CN1C(=O)NC2(CCCC2)C1=O,-7,0,13,-9,-2,-2,3,2,19,-6,9
O=C(c1ccc2c(c1)OCO2)N(Cc1ccco1)C1(C(=O)NC2CCCCC2)CCCCC1,2,-1,-7,9,16,-3,13,1,-9,16,25
COc1ccc(NC2(c3ccc(Cl)cc3)C(=O)c3ccccc3C2=O)cc1,-6,-7,-1,-12,7,5,-10,4,-8,-9,8
CC(=O)Nc1cc(-c2ccc(S(C)(=O)=O)cc2)cn2c(-c3ccc(F)cc3)cnc12,1,15,-37,-3,-3,.,55,-14,-11,22,-35
O=C(O)CC(CNC(=O)C1CCCN1C(=O)OCc1ccccc1)c1ccccc1 (stereo unspecified),-6,7,-13,6,-29,2,-7,-11,-3,-16,5
CC(=O)c1c(O)c(C)c(O)c2c1OC1=CC(=O)/C(=C(/C)N)C(=O)C12C (stereo unspecified),-1,0,33,21,12,0,-3,-1,3,0,-3
Cc1ccc2nc(C3CCCCC3)c(Cc3ccsc3)n2c1,8,13,10,-45,-17,.,8,1,9,.,.
CCOc1ccc(C(=O)NNC(=O)CNC(=O)c2ccc(C)s2)cc1OC,-7,3,9,-14,-32,-3,-7,5,14,5,-1
O=C1NCCN1CCNS(=O)(=O)c1ccc(F)cc1,-3,4,53*,65*,-3,-10,-11,10,9,-13,-4
COc1ccccc1C(=O)COC(=O)c1c(-c2ccccc2)noc1C,-15,-12,-3,3,2,-15,-9,35,-16,-7,12
CCc1ccc(-c2cc(C)no2)cc1S(=O)(=O)NCCc1ccc(OC)c(OC)c1,0,-6,-27,-13,-18,0,-7,2,-1,-4,5
CCc1ccc(O)c(N=Cc2cccc(C)c2O)c1,5,-7,40,17,14,-6,4,0,4,-5,4
COc1ccc(N2CCN(c3ccc(N)cc3C#N)CC2)cc1,-3,-13,-8,6,8,-4,-14,0,1,-9,-4
COc1ccc(C2=CC(c3ccc(C)cc3)n3nnnc3N2)cc1 (stereo unspecified),27*,-5,16,-7,.,26*,-2,0,.,-20,12
CC(C)CSc1nc2ccccc2n1CC(N)=O,-7,-4,6,5,2,3,1,-4,-2,0,9
CCN(CC)C(=O)CSc1ccc(C(F)(F)F)cc1[N+](=O)[O-],-9,7,7,-6,14,-11,-7,8,-1,-3,-11

# Some entries already given with just TLR9-MyD88 inh, NR5A2 inv ag and NOD2 RIPK2 PPI.
Molecule,TLR9-MyD88 inh,NR5A2 inv ag,NOD2 RIPK2 PPI
Cc1cc(NC(=O)CSc2nnc(CNC(=O)c3ccccc3)o2)no1,-6,-11,-3
CC(C)N(Cc1ccccc1)C(=O)CN1C(=O)NC2(CCCC2)C1=O,-2,3,-7

# Not all compounds are listed, so the mix of outcomes need not match the whole.
